CHOP inh: blocks CHOP induction under ER stress | 220,000 tested, 3.8% active | inhibition, % at 10 µM | CHO-K1 CHOP-promoter luciferase, tunicamycin-induced, 15-18 h;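 active = compounds that reduced the stress-induced luciferase reporter signal by more than about 70% of percent inhibition, limit read from the data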;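 also: 0% = tunicamycin plus vehicle and 100% = wells without tunicamycin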
PPC-1+TRAIL kill: PPC-1 cancer cell killing with TRAIL present; cell killing (% activity), % at 4 µM; 220,000 tested, 0.41% active; PPC-1 cells + TRAIL, ATPLite viability luminescence;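 active = cell killing above 50% in the first pass at 4 µM, then a duplicate retest at 5 µM averaging 50% or more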;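 also: plate controls were cells with TRAIL plus DMSO for no effect and medium-only wells lacking cells for full effect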
BaF3 parental: parental Ba/F3 viability inhibition as JAK2V617F counter-screen. CellTiter-Glo ATP luminescence. inhibition, % at 5.6 µM. 220,000 tested, 1.1% active. AID 1486;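 active = inhibition above a per-campaign cutoff, the mean inhibition of all tested compounds plus 3 SD, cut at about 27% in these data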;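 also: 0% = DMSO wells and 100% = JAK Inhibitor I control wells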
Wee1 degr inh: blocks degradation of human Wee1 kinase; 220,000 tested, 1.2% active; reporter increase, % at 5 µM; P30291; HeLa Luc-Wee1K328M stability, luciferase luminescence; 100% = proteasome inhibitor MG132 effect; AID 1321;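 active = activation above the mean of all tested compounds plus 3 SD, set per screening run, cut at about 8.8% in these data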;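 also: cells exposed to compound for 20 h before luminescence read; 0% = DMSO alone and 100% = MG132 at 30 µM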
Target sequence (P30291 whole entry K328M): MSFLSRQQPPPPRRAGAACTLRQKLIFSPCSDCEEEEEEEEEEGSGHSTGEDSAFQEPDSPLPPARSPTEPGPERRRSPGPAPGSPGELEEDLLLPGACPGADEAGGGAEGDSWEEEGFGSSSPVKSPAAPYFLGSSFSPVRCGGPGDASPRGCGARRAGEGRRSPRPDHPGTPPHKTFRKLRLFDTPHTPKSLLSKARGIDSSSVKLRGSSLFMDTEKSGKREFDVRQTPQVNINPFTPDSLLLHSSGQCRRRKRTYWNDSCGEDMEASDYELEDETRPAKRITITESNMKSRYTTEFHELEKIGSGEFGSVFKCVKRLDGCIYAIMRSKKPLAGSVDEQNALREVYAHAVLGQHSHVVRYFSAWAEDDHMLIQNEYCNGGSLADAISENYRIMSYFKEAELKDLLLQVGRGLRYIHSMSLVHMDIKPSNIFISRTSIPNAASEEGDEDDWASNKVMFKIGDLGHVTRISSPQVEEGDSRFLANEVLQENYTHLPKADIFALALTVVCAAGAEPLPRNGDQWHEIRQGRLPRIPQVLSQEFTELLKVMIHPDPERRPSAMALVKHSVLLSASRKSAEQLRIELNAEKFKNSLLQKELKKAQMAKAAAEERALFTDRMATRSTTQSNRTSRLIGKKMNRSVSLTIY
Ba/F3 V617F tox: lowers viability of Ba/F3 cells expressing EpoR and JAK2V617F | 220,000 tested, 1.1% active | ATP luminescence | inhibition, % at 5.6 µM;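 active = inhibition above the campaign mean plus 3 SD over all tested compounds, cut at about 24% in these data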;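 also: cytokine-independent growth of Ba/F3 cells driven by EpoR plus mutant JAK2; 0% = DMSO-treated cells and 100% = JAK inhibitor I control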
RBBP9 inh: blocks human serine hydrolase RBBP9. inhibition, % at 7.94 µM. recombinant RBBP9, FP-Rh probe fluorescence polarization. O75884. 220,000 tested, 0.2% active;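 active = inhibition above the campaign mean of all tested compounds plus 3 SD, cut at about 14% in these data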;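 also: plate controls were DMSO wells with RBBP9 for no effect and wells lacking RBBP9 protein for full effect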
Target sequence (O75884 whole entry, looked up): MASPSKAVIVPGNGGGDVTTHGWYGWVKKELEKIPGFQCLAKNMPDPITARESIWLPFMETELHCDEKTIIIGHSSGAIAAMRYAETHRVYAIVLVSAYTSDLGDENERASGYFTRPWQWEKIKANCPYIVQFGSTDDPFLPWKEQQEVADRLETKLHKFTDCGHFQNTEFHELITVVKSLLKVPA
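System: RBBP9 protein | Quantity: 2.5 µM RBBP9 dispensing solution, before mixing | Reagent: FP-Rh probe, 375 nM dispensing solution | Timing: Enzyme-compound preincubation 30 min, then probe labeling 45 min, 25 °C | Measured by: Fluorescence polarization | Read-out: % inhibition | Replication: One well per compound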
TRPN1 ag: zebrafish TRPN1 (NompC) channel agonism. HEK293 zebrafish TRPN1-YFP, Fluo-8 calcium fluorescence; 100% = response to 87 µM carbachol. activation, % at 3 µM. 220,000 tested, 0.18% active. AID 1424;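 active = activation above its plate's cutoff, the mean activation of test wells on that plate plus 3 SD, cut at about 19% in these data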;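 also: 0% = DMSO alone and 100% = 87 µM carbachol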
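Assay system: Zebrafish TRPN1-YFP in HEK293 cells | Incubation: Dye loading 1 h at 37 °C, then 30 min room temperature | Measured by: Kinetic Fluo-8 fluorescence, ex 470-495, em 515-575 nm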
TRPML3 ag: activates the human TRPML3 channel | HEK293 TRPML3-YFP, Fluo-8 calcium fluorescence; 100% = the carbachol control signal | activation, % at 3 µM | 220,000 tested, 0.29% active;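 active = activation above its plate's cutoff, the mean activation of the plate's test wells plus 3 SD, cut at about 12% in these data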;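 also: 0% = DMSO only wells and 100% = carbachol wells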
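Test system: TRPML3-YFP stable HEK293 cells. Doses: single point at 3 µM. Incubation: dye loading 1 h 37 °C then 30 min ambient, 125 s read. Signal: Fluo-8 calcium dye fluorescence, ex 470-495, em 515-575 nm. Measure: percent activation from peak-to-basal fluorescence ratio, scaled between DMSO and carbachol.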
TNF death inh: blocks TNF-alpha induced death of Jurkat FADD-/- cells | Jurkat FADD-/- TNF necroptosis rescue, ATP luminescence, 24 h; 0 = TNF only, 100 = no-TNF cells | activation (protection from cell death), % at 10 µM | 220,000 tested, 0.068% active | AID 463075;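 active = activation, meaning protection from cell death, of at least 50% relative to plate controls; inactive = activation below 50%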;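 also: necroptosis triggered by 40 ng/mL TNF-alpha added together with compound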
Numbers without * were called inactive; / = no result given.

cpd	canonical_smiles	TNF death inh	TRPN1 ag	Ba/F3 V617F tox	CHOP inh	TRPML3 ag	Wee1 degr inh	PPC-1+TRAIL kill	BaF3 parental	RBBP9 inh
1	CC(=O)OCn1nnc2ccccc2c1=O	-1.7	0.3	-2	-10	-0.2	0	2	4	-3
2	FC(F)(F)c1cc(-c2ccco2)nc(-n2cnc3ccccc32)n1	-0.4	0.5	6	-11	0.2	-1	-15	5	5
3	Cc1ccc(N(CC(=O)NCc2ccco2)C(=O)CCC(=O)Nc2ccccn2)cc1C	-5.8	0.5	0	26	-0.4	0	5	4	-4
4	COc1cc(/C=N/NC(=O)Nc2ccccc2)ccc1OCCOc1ccccc1C	-1.3	-0.8	0	104*	0.3	-1	19	2	65*
5	COC(=O)Nc1ccc(S(=O)(=O)N2CCCC(C(=O)N3CCCCC3)C2)cc1 (configuration not stated)	0.7	2.9	2	-21	0.9	3	1	4	-14
6	COC(=O)C1C(c2ccc(OC)cc2)C(C(=O)OC)S(=O)(=O)C(CCN2CCCCC2)S1(=O)=O (configuration not stated)	-0.2	-0.6	1	7	1.4	0	4	8	-11
7	CCOC(=O)C(=O)N1CCN(c2ccccc2OC)CC1	-0.2	0.6	0	18	1.1	-3	11	8	5
8	COc1ccccc1-c1c(C(F)(F)F)oc2cc(OC(=O)c3cccc([N+](=O)[O-])c3C)ccc2c1=O	-11	0.9	-1	19	0.5	-2	13	3	-4
9	CCN(c1ccccc1)S(=O)(=O)c1ccc(C(=O)OC(C)C(=O)NCCC2=CCCCC2)cc1 (configuration not stated)	3.6	0.1	0	33	-0.1	0	14	6	5
10	O=C(O)c1sccc1Oc1ccc(F)cc1[N+](=O)[O-]	-1.2	-0.4	3	18	0.0	1	14	4	-3
11	COc1ccccc1/C=C/C(=O)c1ccccc1	-14	-1.7	1	1	-0.7	-1	8	2	-9
12	COc1cc(C(=O)Nc2nnc(CC(C)C)s2)c([N+](=O)[O-])cc1OC	0.0	0.1	5	-14	0.9	-4	10	2	1
13	O=C(NNC(=O)c1cc2cc(OC(F)(F)F)ccc2[nH]1)c1ccc(Cl)cc1	0.8	-0.2	-3	13	0.2	2	0	0	-17
14	O=C(Cc1ccccc1)NNc1ccc2ccccc2c1	-0.8	0.1	-1	33	0.2	0	10	1	2
15	Cc1cc(C(=O)N/N=C/c2c[nH]c3ccccc23)cs1	-7.8	-0.5	-3	-14	0.7	-2	13	3	1
16	COC(=O)c1cc(C(=O)Nc2nnc(C3CC3)s2)cc([N+](=O)[O-])c1	3.2	0.3	-1	31	0.5	8	30	1	-7
17	O=C(Cc1ccc(Cl)cc1)Nc1ccc(CN2CCCCC2)cc1	3.4	4.2	-4	2	2.6	0	17	-2	-1
18	O=C(COC(=O)/C=C/c1ccc(S(=O)(=O)N2CCOCC2)cc1)NC1CCCCCCC1	0.9	1.6	-2	16	0.6	1	-1	5	-1
19	O=[N+]([O-])c1ccc(N2CCCCCC2)c(S(=O)(=O)N2CCCCC2)c1	-3.5	-0.7	-3	18	8.3	-2	3	-2	-6
20	CCOc1ccc(C(=O)Nc2ccncc2)cc1	-4.2	2.3	-3	29	0.4	-4	16	4	-3
21	Cc1nn(CC(=O)NCc2cccnc2)c(=O)c2ccccc12	1.0	-0.2	0	15	0.8	-1	4	0	-4
22	CCc1ccc(C(=O)NCc2ccc(Cl)cc2)cc1	5.0	-0.3	4	18	-0.7	-1	13	10	3
23	CCc1nnc(NC(=O)CSc2nnc3c(n2)[nH]c2ccccc23)s1	1.2	-0.3	-1	8	1.7	-3	16	2	-4
24	Cc1ccc(/C=C/C(=O)OCn2nnc3ccccc3c2=O)o1	2.8	0.6	-1	-15	-0.1	0	22	-6	0
25	CS(=O)(=O)c1nsc2nc(=O)c(/C=C3\C=Nc4ccccc43)c(N)n12	0.9	0.7	0	-4	0.2	0	30	0	-4
26	CCCN1Cc2cccc(C(=O)N3CCN(c4ccc(OC)cc4)CC3)c2C1=O	1.0	-0.9	2	16	0.3	-3	-11	7	-1
27	Clc1ccc(-c2cn3cccnc3n2)cc1Cl	0.1	-0.9	-6	-2	0.3	3	-5	2	-19
28	CCCCNC(=O)Cc1ccc(Br)cc1	12	-0.9	-3	11	0.2	-3	14	7	-6
29	O=C(NC1CCSC1=O)c1ccc(Cl)cc1 (configuration not stated)	-1.3	-1.4	1	4	0.3	-2	19	5	-15
30	CN1c2ccccc2C(=O)/C(=C\Nc2ccc(F)cc2)S1(=O)=O	-0.4	0.2	-3	19	0.1	-2	-21	-3	-5
31	CCCS(=O)(=O)N1CCCC(C(=O)NCc2cccnc2)C1 (configuration not stated)	-1.3	0.7	-3	4	-0.3	5	14	1	6
32	Cn1c(=O)n(CC(=O)NC2CCCCC2)c(=O)c2ccccc21	4.2	0.0	-2	11	0.6	-3	5	1	-7
33	COc1ccccc1N1CCN(C(=O)C2CCN(S(=O)(=O)c3ccccc3)CC2)CC1	-2.5	3.4	1	11	2.0	-2	8	6	-3
34	CCN(CC(=O)Nc1ccccc1C(=O)OC)S(=O)(=O)c1ccc(OC)cc1	0.3	-2.4	1	17	-1.2	-3	5	0	-5
35	O=S(=O)(c1ccc(N2CC=C(c3ccccc3)CC2)nc1)N1CCCC1	0.2	0.8	2	43	1.4	-2	38	8	-4
36	CCc1cccc2[nH]c3cc([N+](=O)[O-])ccc3c12	0.6	0.6	-2	24	-0.6	-2	0	-1	-3
37	COc1ccc(C)cc1S(=O)(=O)NC1CCCCC1	1.0	0.9	0	11	-0.7	-3	-19	5	-10
38	CC(C)CNC(=O)c1ccc(Cl)c(NC(=O)COc2ccccc2)c1	0.4	2.7	0	7	2.2	-3	3	10	-1
39	Oc1ccc2ccccc2c1/C=N/n1cnnc1	-2.5	0.2	-2	61	0.4	-2	-17	4	-7
40	Oc1ccc(/C=N/Nc2ncnc3c2ncn3Cc2ccccc2)cc1O	-1.3	-0.5	4	-55	0.5	-1	32	0	-2
41	O=C1c2ccccc2C(O)(Cc2ccccc2)N1Cc1ccco1 (configuration not stated)	-0.5	-1.6	-2	25	-0.6	3	-3	-2	-7
42	O=C(O)c1cccc(NS(=O)(=O)c2ccc(NC(=O)c3ccco3)cc2)c1	0.5	0.1	-3	15	0.9	1	-4	-3	5
43	Cc1onc(-c2ccccc2Cl)c1C(=O)N(C)C1CCCCC1	-6.2	-2.0	67*	46	-1.1	-3	33	62*	-4
44	Cc1cc(C(=O)Nc2ccc(C(=O)O)cc2)c(-c2ccccc2)o1	1.0	1.6	5	-15	-0.1	4	-11	3	-11
45	CC1(C)C([N+](=O)[O-])C(c2ccc(O)cc2)NC(c2ccc(O)cc2)C1[N+](=O)[O-] (configuration not stated)	3.2	5.0	-2	-11	3.0	-2	25	-1	-6
46	CC(C)C(NS(=O)(=O)c1ccc(Br)s1)C(=O)O (configuration not stated)	-0.7	-0.1	-4	37	0.1	-1	19	1	0
47	CC(=O)N=c1sc2ccccc2n1C	-2.4	-0.9	-2	9	0.0	-1	17	0	-5
48	O=C1c2ccccc2NC(c2ccncc2)N1c1ccccn1 (configuration not stated)	-2.4	0.0	-3	-23	-0.8	3	20	3	-1
49	O=C(Nc1cccc(C(=O)O)c1)/C(=C\c1ccc2c(c1)OCO2)NC(=O)c1ccc(Br)o1	0.2	-1.4	2	10	0.5	-3	11	2	-3
50	Cc1ccccc1C(=O)NC1CCN(Cc2nnnn2Cc2ccccc2)CC1	0.3	0.6	-3	43	0.2	-2	35	1	-11
51	COc1ccc(N(C(=O)COc2ccccc2)C2C=CS(=O)(=O)C2)cc1 (configuration not stated)	-0.9	-0.4	0	18	0.4	-4	-14	3	-2
52	O=C1CC(c2ccccc2)CC(O)=C1C=NCc1ccco1 (configuration not stated)	0.7	1.2	-2	2	0.1	0	4	-1	-7
53	O=c1cc(-c2ccccc2Cl)c2c([nH]1)CCC2	-1.3	0.4	-3	7	0.0	1	/	5	3
54	COc1ccc(CNC(=O)C2CC(=O)N(c3ccc(OCC(=O)N4CCCCC4)cc3)C2)cc1 (configuration not stated)	0.7	0.0	-4	-5	0.1	-2	21	0	-5
55	Cc1nc2c(-c3ccc(F)cc3)c(C)nn2c(C)c1CCC(=O)NC(C)CCc1ccco1 (configuration not stated)	-2.9	-0.4	3	1	-0.1	0	/	9	-6
56	O=C(C1CCCN(Cc2ccccc2Br)C1)N1CCCCC1 (configuration not stated)	5.8	0.8	5	15	-0.3	11*	4	7	-12
57	O=C(Cn1cc2c(n1)CCCCC2)N1CCc2ccccc2C1	-1.5	0.9	-5	39	0.3	0	-7	-1	-3
58	COc1ccc(OC)c(/C=N/NC(=O)CC(=O)NCc2ccccc2)c1	-0.1	0.8	0	9	0.4	4	16	8	-7
59	CCc1ccc(NC(=O)COc2ccc(F)cc2C(=O)c2cnn(-c3ccccc3)c2)cc1	5.1	-0.1	-1	36	0.7	6	21	3	-1
60	CCc1cccc2c(C(=O)COC(=O)C3=NNC(=O)CC3)c[nH]c12	-2.2	0.5	0	10	1.3	3	22	5	-7

Two compounds picked at random from those above, as already listed:
cpd	canonical_smiles	TNF death inh	TRPN1 ag	Ba/F3 V617F tox	CHOP inh	TRPML3 ag	Wee1 degr inh	PPC-1+TRAIL kill	BaF3 parental	RBBP9 inh
40	Oc1ccc(/C=N/Nc2ncnc3c2ncn3Cc2ccccc2)cc1O	-1.3	-0.5	4	-55	0.5	-1	32	0	-2
48	O=C1c2ccccc2NC(c2ccncc2)N1c1ccccn1 (configuration not stated)	-2.4	0.0	-3	-23	-0.8	3	20	3	-1

Looked up above:
Reading for CC(C)C(NS(=O)(=O)c1ccc(Br)s1)C(=O)O (configuration not stated) in BaF3 parental: 1
Reading for Oc1ccc(/C=N/Nc2ncnc3c2ncn3Cc2ccccc2)cc1O in Ba/F3 V617F tox: 4
Reading for O=C1CC(c2ccccc2)CC(O)=C1C=NCc1ccco1 (configuration not stated) in TNF death inh: 0.7

Going on with the list.
cpd	canonical_smiles	TNF death inh	TRPN1 ag	Ba/F3 V617F tox	CHOP inh	TRPML3 ag	Wee1 degr inh	PPC-1+TRAIL kill	BaF3 parental	RBBP9 inh
61	COc1ccccc1C(=O)Nc1cccnc1	0.1	-0.4	5	-7	0.2	0	-7	13	-2
62	CC1(C)CC(=O)C2=C(C1)c1c(ccc3ccccc13)NC2c1cc([N+](=O)[O-])cc([N+](=O)[O-])c1O (configuration not stated)	3.2	-1.2	2	-1	-0.7	0	9	5	0
63	COC(=O)c1ccc(/C=N/NC(=O)C(=O)NCC2CCCO2)cc1 (configuration not stated)	3.4	1.8	-4	0	0.5	0	16	-5	0
64	CC(C)NC(=O)c1cc2c(-c3ccc(Cl)cc3)nn(C)c2s1	0.5	-0.7	-1	50	0.0	-1	-2	3	-4
65	CCN(CC)c1ccc(NC(=O)Cn2cc3c(n2)CCC(C)C3)c(C)c1 (configuration not stated)	1.6	-0.8	4	79*	-0.5	-2	2	11	-2
66	CNc1nc2ccccc2n1N	1.5	1.4	-5	-26	1.1	0	18	2	-6
67	O=C(O)c1c(Cl)c(Cl)c(Cl)c(Cl)c1C(=O)N1CCOCC1	-0.6	2.4	4	12	0.2	-1	1	1	-15
